ADAM17 inh: ADAM17 inhibitors, primary screen, biochemical, QFRET | Disintegrin and metalloproteinase domain-containing protein 17 (Homo sapiens), P78536 | recombinant ADAM17, EDANS/DABCYL FRET peptide cleavage | inhibition, % at 6.95 µM | 0.83% of 370,000 active;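 active = inhibition above the mean of compounds lying between control limits plus 3 SD, set per campaign, cut at about 8.5% in these data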;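 also: 0% = DMSO-only wells as the low control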
Target sequence (P78536 215-824 limits assumed): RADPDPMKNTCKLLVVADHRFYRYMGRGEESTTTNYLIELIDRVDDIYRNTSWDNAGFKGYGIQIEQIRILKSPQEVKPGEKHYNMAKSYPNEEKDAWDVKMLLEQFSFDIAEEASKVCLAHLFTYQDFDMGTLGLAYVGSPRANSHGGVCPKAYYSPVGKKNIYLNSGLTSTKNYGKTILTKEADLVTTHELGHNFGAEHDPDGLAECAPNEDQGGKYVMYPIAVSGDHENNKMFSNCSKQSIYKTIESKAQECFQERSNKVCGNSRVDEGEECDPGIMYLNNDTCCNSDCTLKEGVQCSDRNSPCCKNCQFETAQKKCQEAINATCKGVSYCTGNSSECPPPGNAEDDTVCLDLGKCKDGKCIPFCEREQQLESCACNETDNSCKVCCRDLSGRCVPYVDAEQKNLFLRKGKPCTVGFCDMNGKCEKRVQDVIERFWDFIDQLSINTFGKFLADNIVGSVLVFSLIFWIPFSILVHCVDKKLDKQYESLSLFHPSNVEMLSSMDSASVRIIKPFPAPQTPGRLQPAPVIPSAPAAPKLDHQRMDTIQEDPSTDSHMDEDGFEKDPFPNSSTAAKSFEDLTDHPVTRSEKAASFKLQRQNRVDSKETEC
DAX1 inh-1: DAX1 (NR0B1) inhibitors, primary screen, cell-based, HEK293, Gal4-DAX1, luciferase luminescence. Nuclear receptor subfamily 0 group B member 1 (Homo sapiens), P51843. HEK293 Gal4-DAX1 luciferase reporter. inhibition, % at 6.75 µM. 0.99% of 340,000 active. AID 504766, 2011;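 active = inhibition above the mean over all tested compounds plus 3 SD, cut at about 4.2% in these data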;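 also: 0% = DAX1-transfected cells with DMSO and 100% = empty-vector control cells with DMSO; inhibition shows as a rise in luminescence from relieved DAX1 repression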
Target sequence (P51843 207-470 limits assumed): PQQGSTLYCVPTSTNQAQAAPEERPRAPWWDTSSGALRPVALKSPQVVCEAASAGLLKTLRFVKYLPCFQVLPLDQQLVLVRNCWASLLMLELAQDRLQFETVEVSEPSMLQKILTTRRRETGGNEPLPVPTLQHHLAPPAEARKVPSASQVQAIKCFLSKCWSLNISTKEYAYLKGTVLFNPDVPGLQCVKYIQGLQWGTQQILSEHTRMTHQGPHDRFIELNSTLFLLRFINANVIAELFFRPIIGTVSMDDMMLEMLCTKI
hcDAF-12 act: H. contortus DAF-12 nuclear receptor activators, primary screen, cell-based, luminescence, HEK293, lit1-tk-luc reporter | activation, % at 6.8 µM | AID 652067, 2013 | HEK293 hcDAF-12 lit1-tk-luc reporter; 0% DMSO, 100% Δ7-dafachronic acid | 1.4% of 370,000 active;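 active = activation above the mean of all tested compounds plus 3 SD, cut at about 5.5% in these data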;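 also: 100% = response to 3 µM Δ7-dafachronic acid high control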
ADAM10 inh: human ADAM10 inhibitors, primary screen, biochemical, QFRET, HTS; AID 720582, 2013; inhibition, % at 7 µM; recombinant ADAM10, EDANS/DABCYL FRET peptide cleavage, 3 h; 0.62% of 370,000 active;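 active = inhibition above a per-campaign cutoff equal to the mean of compounds falling between control-based bounds plus 3 SD, cut at about 20% in these data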;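 also: 0% = DMSO wells while the 100% control is not disclosed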
GAA850 FXN act: FXN promoter activators, primary screen, cell-based, luciferase luminescence, HEK293 lucGAA850; HEK293 lucGAA850 FXN promoter luciferase reporter, 24 h; percent of 10 µM SAHA response; activation, % at 6 µM; 0.56% of 360,000 active; AID 540364, 2011;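 active = activation above the average of all compounds screened plus 3 SD, cutoff fixed separately per campaign, cut at about 7.5% in these data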;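 also: 0% = DMSO wells and 100% = 10 µM SAHA wells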
ssDAF12 agonist: S. stercoralis DAF-12 nuclear receptor activators, primary screen, cell-based, luminescence, HEK293, GRIP1 co-expression, lit1-tk-luc | activation, % at 6.8 µM | HEK293 ssDAF-12/GRIP1 lit1-tk-luc reporter; % of 3 µM dafachronic acid response | AID 652126, 2013 | 1% of 370,000 active;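 active = activation above the mean over all tested compounds plus 3 SD, cut at about 0.9% in these data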;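 also: 0% = DMSO-only wells and 100% = 3 µM delta7-dafachronic acid wells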
PLCg1 inh: PLC-gamma1 enzyme inhibitors, primary screen, biochemical, fluorescence, purified enzyme; 1-phosphatidylinositol 4,5-bisphosphate phosphodiesterase gamma-1 (Homo sapiens), P19174; fluorogenic substrate; inhibition, % at 12.2 µM; 0.84% of 370,000 active; in the data active = inhibition above about 9.5%
PLC-beta3 inh: human PLC-beta3 inhibitors, primary screen, biochemical, fluorescence; 0.18% of 370,000 active; Purified PLC-beta3, fluorogenic substrate; AID 720704, 2013; 1-phosphatidylinositol 4,5-bisphosphate phosphodiesterase beta-3 (Homo sapiens), Q01970; inhibition, % at 12.2 µM; in the data active = inhibition above about 11%;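 also: 0% = median of compound wells on plate and 100% = full blocker control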
DAX1 inh-2: DAX1 (NR0B1) inhibitors on StAR promoter, primary screen, cell-based, luminescence, SF-1 (NR5A1), full-length DAX-1 | inhibition, % at 6.8 µM | 1.1% of 370,000 active | AID 652010, 2013 | HEK293T StAR-luciferase reporter, SF-1/DAX-1 repression relief;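 active = inhibition above the mean over all tested compounds plus 3 SD, cut at about 3.6% in these data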;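 also: 0% = DAX-1 cells with DMSO and 100% = cells lacking DAX-1 with DMSO; higher inhibition means more luminescence from relief of DAX-1 repression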
sPLA2-III inh: human group III sPLA2 inhibitors, primary screen, biochemical, QFRET, BODIPY PC-A2 liposome substrate; Group 3 secretory phospholipase A2 (Homo sapiens), Q9NZ20; QFRET BODIPY PC-A2 liposome hydrolysis, fluorescence; inhibition, % at 12.2 µM; 0.56% of 370,000 active;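 active = inhibition above mean plus 3 SD of compounds lying within the high and low control bounds, cut at about 19% in these data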;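 also: 0% = median of test compound wells and 100% = no enzyme DMSO wells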
hgDAF-12 ag: H. glycines DAF-12 receptor agonists, primary screen, cell-based, luminescence, HEK293, GAL4 fusion, UAS-luciferase; 1.8% of 370,000 active; Nuclear hormone receptor DAF-12 (Heterodera glycines), GAL4 fusion; activation, % at 6.8 µM; HEK293 GAL4-hgDAF12 UAS-luciferase reporter, agonist luminescence; normalized to butyrate control;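 active = activation above a cutoff set at the mean of all screened compounds plus 3 SD, cut at about 10% in these data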;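 also: 0% = DMSO wells and 100% = sodium butyrate wells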
Starred values were filed as active, the others as inactive; i = inactive; . = not tested or not shown.

SMILES | ADAM17 inh | DAX1 inh-1 | hcDAF-12 act | ADAM10 inh | GAA850 FXN act | ssDAF12 agonist | PLCg1 inh | PLC-beta3 inh | DAX1 inh-2 | sPLA2-III inh | hgDAF-12 ag
O=C(NC(Cc1ccccc1)C(=O)O)c1ccccc1 (stereo unspecified) | -2 | -0.6 | 0.1 | 7 | -0.5 | -0.2 | 4 | -4 | -0.6 | 8 | 1.9
O=C1OCc2ccc(NC(=O)C3CCCCC3)cc21 | -4 | 0.5 | -0.9 | -11 | 2.1 | -1.5 | -3 | -1 | 0.1 | -3 | 0.5
O=C(CSc1ncccn1)Nc1ccc(S(=O)(=O)N2CCCCC2)cc1 | -2 | -1.4 | -1.5 | -4 | 1.8 | -1.3 | 0 | -2 | 0.4 | -8 | 1.7
O=C1CCCCCN1CP(=O)(O)CCc1ccccc1 | -4 | 0.3 | -0.1 | -6 | 0.0 | -1.5 | -2 | 1 | 0.4 | -5 | 0.3
CCOc1ccc(N(CC)C(=O)c2cn(CC)c(=O)c3cc(OC)c(OC)cc23)cc1 | -5 | 0.2 | 0.7 | -3 | 2.2 | -1.3 | 1 | -1 | -0.1 | -3 | -0.5
CCCC[C@H](C(=O)N(C)c1cccc(OC)c1)[C@@H](O)c1ccc2ccccc2c1 | 7 | . | -3.1 | 11 | . | -1.4 | 2 | 3 | -1.2 | -6 | -0.9
N#Cc1cnc(SCC(=O)NNC(=O)COc2cccc3ccccc23)nc1N | -6 | -1.0 | 0.3 | -4 | 0.9 | -1.1 | -6 | -6 | -0.6 | -8 | -2.1
O=C(CSc1ncccn1)N/N=C/c1cccc(OC2CSC2)c1 | 3 | -2.0 | -1.4 | -5 | -1.1 | -1.3 | 0 | -2 | -0.2 | 6 | -1.6
CCCCCCC(=O)N/N=C/Cc1ccccc1 | 0 | -0.1 | -1.3 | 2 | 0.5 | -1.5 | 1 | 0 | -0.3 | -4 | 2.3
C/C(C=NNC(=O)CSc1nnc(-c2ccc(Cl)cc2)n1-c1ccccc1)=C\c1ccccc1 | 3 | . | -1.3 | 3 | . | -1.3 | 9 | 7 | -0.1 | 3 | 0.5
Cc1ccc(NC(=O)C2CCN(C(=O)c3ccco3)CC2)cc1 | -2 | 0.2 | -1.2 | -5 | 0.6 | -0.6 | -1 | -3 | 0.2 | 1 | -0.3
CC(C)CC1NC(=O)c2cc3ccccc3cc2-n2c1nc1ccc(Cl)cc1c2=O (stereo unspecified) | -1 | 1.9 | 0.2 | 5 | 0.0 | 0.3 | 6 | 1 | 2.7 | 10 | 3.1
CN1CCc2c(sc3c2C(=O)NC(c2ccccn2)N3)C1 (stereo unspecified) | -116 | 2.5 | -0.8 | -497 | -2.8 | -1.1 | -122 | -153 | 0.2 | -5 | -0.2
CN1C(=S)SC(/[N+]([O-])=C/c2c(F)cccc2Cl)C1(C)C (stereo unspecified) | -4 | . | -0.4 | 7 | 2.3 | -1.3 | 0 | 4 | -0.4 | -2 | 0.3
CCOC(=O)C1=C(COC(=O)CNC(=O)c2cc(OC)c(OC)c(OC)c2)NC(=O)NC1C (stereo unspecified) | -4 | -0.6 | -0.3 | -8 | 0.2 | -1.0 | 3 | -6 | 1.2 | 12 | 3.2
Cc1ccc(C2=NN(C(=O)C3CCCO3)C(c3ccco3)C2)cc1 (stereo unspecified) | -2 | -1.5 | -1.0 | 6 | 3.3 | -1.7 | 5 | -6 | -0.7 | -6 | -1.1
Cc1ccccc1NC(=O)c1sc(NC(=O)COc2ccccc2)c(C#N)c1C | -1 | 0.1 | -1.5 | 0 | -1.0 | -1.0 | 0 | -3 | -0.3 | -5 | 0.8
CCc1nc2ccc(C(=O)N3CCN(c4ccccc4)CC3)cc2nc1CC | 3 | 0.0 | -2.5 | 0 | -0.4 | -0.9 | -4 | -8 | 0.0 | -3 | -1.4
CCCCOc1c(Br)cc(/C=C2\N=C(C)OC2=O)cc1OCC | -6 | -0.6 | 1.7 | -5 | 3.1 | -1.7 | 2 | -2 | -0.1 | 2 | 0.8
Cc1cccc(C)c1NC(=O)CN(C)C(=O)CN1C(=O)NC(C)(C)C1=O | -5 | 0.0 | -0.6 | -14 | 0.7 | -1.1 | 4 | -4 | 0.2 | 10 | 0.9
CC(=O)Nc1ccc(N(C(=O)c2ccco2)C(C(=O)NC2CCCC2)c2ccc(N(C)C)cc2)cc1 (stereo unspecified) | 2 | 1.0 | -1.7 | -2 | -1.7 | -0.8 | -1 | -1 | -0.1 | 0 | -2.5
O=C(CN1CCOCC1)NC1CC2CCC1C2 (stereo unspecified) | -7 | 0.6 | -0.1 | 1 | 0.1 | -1.1 | -2 | 1 | -0.7 | 5 | -2.9
O=C(NN1C(=O)c2cc(Br)ccc2NC1c1cc(Br)cc(Br)c1O)c1ccncc1 (stereo unspecified) | 0 | 0.3 | -1.8 | -1 | 0.5 | -0.9 | -16 | -17 | -0.2 | -4 | -3.6
CCN(CC)S(=O)(=O)N1CCC(C(=O)NCc2ccc3c(c2)OCO3)CC1 | -4 | -1.3 | -1.1 | -4 | -0.8 | -0.8 | -3 | 0 | -0.4 | 11 | -2.5
Cc1ccccc1-c1ccc2c(c1)O[C@@H](CN(C)C(=O)Nc1ccc(C(F)(F)F)cc1)[C@H](C)CN([C@@H](C)CO)S2(=O)=O | 6 | -0.4 | -1.0 | 16 | -5.7 | -0.8 | 1 | 0 | -0.2 | -27 | 0.1
CCC1Oc2ccccc2N(CC(=O)NCCC2=CCCCC2)C1=O (stereo unspecified) | 0 | -0.2 | -1.1 | 0 | 3.1 | -1.6 | 3 | 3 | -0.4 | 4 | -1.5
CCCN=C1N(CC)C[C@@H]2[C@@H]3C(=O)N(Cc4ccccc4)C(=O)[C@@H]3[C@](Cc3ccccc3)(C(=O)OC)N12 | -1 | -0.2 | -1.4 | -5 | -2.5 | -0.2 | 1 | 8 | -0.4 | 1 | -0.1
C/C(=N/OC(=O)C1CC1)c1cc(-c2ccc(Cl)cc2)no1 | -3 | 0.8 | 0.2 | -6 | 3.3 | -0.1 | 0 | -87 | 1.8 | -3 | 5.1
CC1CCCC(C)N1C(=O)c1ccc(CS(=O)(=O)c2ccccc2)cc1 (stereo unspecified) | -4 | 0.7 | -1.1 | 1 | -0.5 | -0.5 | 3 | -4 | -0.2 | -3 | -1.6
CCN1/C(=c2/s/c(=C3/C(=O)N(c4ccccc4)N=C3C)n(CC)c2=O)C=Cc2ccccc21 | -2 | 2.6 | -0.7 | -3 | 0.9 | -0.3 | -1 | 2 | -0.7 | 1 | -2.2
CCc1cccc(C)c1NC(=O)COC(=O)CCn1c(C)csc1=O | 0 | -0.1 | 1.0 | -5 | -0.1 | 0.1 | 3 | 2 | 0.9 | 5 | 0.8
O=C(COC(=O)c1ccccc1C(=O)c1ccc(Cl)cc1)NCCc1ccccc1 | 1 | -0.5 | -2.2 | 6 | 2.0 | -0.6 | 0 | 0 | -0.7 | -4 | 0.1
C[C@H](NC(=O)c1nc[nH]c1C(=O)N[C@@H](C)c1ccccc1)C(=O)OC(C)(C)C | 2 | -2.1 | 1.3 | 12 | 2.4 | -1.5 | 1 | 6 | 0.3 | 1 | -2.1
O=C(O)C1=NN(c2ccccc2)C(=O)CC1 | 2 | -0.2 | 2.2 | 4 | 1.6 | -0.9 | 5 | 0 | 0.5 | 2 | 2.1
COc1cc(OC)cc(C(=O)N[C@H](C(=O)Nc2nc(-c3ccc(OC)c(OC)c3)cs2)C(C)C)c1 | 2 | -3.2 | -1.5 | 10 | -1.1 | -1.4 | 0 | 1 | -0.6 | -15 | -1.3
COC(=O)[C@H](Cc1ccccc1)NC(=O)NCC1CCCO1 (stereo partly specified) | -1 | 0.9 | -1.7 | 3 | -0.9 | -1.7 | 2 | 4 | 0.3 | -1 | -2.8
CC(=O)Nc1cccc(-c2ccnc3c2CC(C(=O)Nc2cccnc2)O3)c1 (stereo unspecified) | -7 | . | -1.7 | -9 | -1.2 | -0.9 | -5 | -2 | 0.5 | 0 | 4.3
Cc1cc(NC(=O)CCNS(=O)(=O)c2ccc3[nH]c(=O)oc3c2)ccc1Br | -2 | -0.6 | -2.5 | 0 | -0.1 | -1.3 | -1 | -9 | -0.3 | -23 | -0.8
Cc1ccc(C(=O)NC(=S)N2CCN(c3ccccc3F)CC2)cc1 | 0 | 1.2 | -1.9 | 4 | 1.8 | -1.0 | -5 | -3 | 0.2 | 9 | -0.3
CCCOc1ccc(-c2c(C(=O)N/N=C/c3ccc(C)o3)nnn2-c2nonc2N)cc1 | 2 | 0.8 | -3.1 | -15 | 1.2 | -1.2 | -19 | -21 | -2.3 | -9 | -1.5
c1ccc(OCCCCN2CCOCC2)cc1 | -2 | 1.1 | 1.0 | 2 | 2.5 | -0.9 | 0 | 6 | -0.4 | 1 | 1.2
O=C(NC1CCCC1)C(c1cccnc1)N(C(=O)c1ccco1)c1cccc(F)c1 (stereo unspecified) | -1 | -0.7 | -0.5 | -4 | 2.0 | -0.7 | 3 | -4 | 0.4 | 2 | -0.7
O=C(COC(=O)c1ccc(Cl)nc1)Nc1cccc(S(=O)(=O)N2CCCCC2)c1 | -4 | -0.2 | -1.1 | -3 | 0.2 | -1.0 | -6 | -7 | -0.7 | -8 | -0.3
CC(C)(C)NC(=O)C(c1ccc(C#N)cc1)n1c(=O)c(-c2cc3ccccc3[nH]2)nc2ccccc21 (stereo unspecified) | -84 | . | 3.1 | -260 | . | -0.4 | i | i | -0.5 | -17 | -3.5
COc1ccccc1CCNC(=O)C1CC(=O)N(c2ccccc2F)C1 (stereo unspecified) | -1 | -0.8 | -2.1 | -5 | -3.0 | -1.4 | -1 | -2 | 0.5 | 0 | -2.7

Screening results from PubChem.
